RGS8-Gao reg – RGS8-Galphao binding modulators, primary screen, biochemical, multiplexed bead flow cytometry; response (percent of control binding), % at 10 µM; 0.34% of 220,000 active; actives lie on both sides; Guanine nucleotide-binding protein G(o) subunit alpha (Homo sapiens), P09471; in the data active = response below about 60% or above about 140%; inactive = in between;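 also: Galphao activated as the GDP aluminium fluoride complex binding bead-coupled RGS8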
Target sequence (P09471 whole entry, looked up): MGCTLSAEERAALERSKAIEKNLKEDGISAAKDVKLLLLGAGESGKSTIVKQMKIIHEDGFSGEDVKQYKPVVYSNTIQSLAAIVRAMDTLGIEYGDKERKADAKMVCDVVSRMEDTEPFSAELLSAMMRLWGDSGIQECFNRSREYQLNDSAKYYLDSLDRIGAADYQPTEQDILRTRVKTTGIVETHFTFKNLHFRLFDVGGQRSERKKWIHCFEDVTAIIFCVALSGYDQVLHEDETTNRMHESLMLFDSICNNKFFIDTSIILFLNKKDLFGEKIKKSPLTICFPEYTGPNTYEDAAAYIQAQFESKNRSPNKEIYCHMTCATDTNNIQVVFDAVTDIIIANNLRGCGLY
Bim-Bfl-1 – inhibitors of Bim binding to Bfl-1, primary screen, biochemical, multiplexed, bead-based flow cytometry | AID 1008, 2008 | Bcl-2-related protein A1 (Homo sapiens), Q16548 | Bim-Bfl-1 binding inhibition | inhibition, % at 10 µM | 0.12% of 190,000 active;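 also: 0% = wells without compound plus tracer and 100% = blocker peptide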
Bim-Mcl-1 – inhibitors of Bim peptide binding to Mcl-1, primary screen, biochemical, bead-based flow cytometry, multiplex; Induced myeloid leukemia cell differentiation protein Mcl-1 (Homo sapiens), Q07820; Bim peptide-Mcl-1 binding; inhibition, % at 10 µM; 0.1% of 190,000 active;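 also: 0% = no compound tracer wells and 100% = peptide blocker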
Target sequence (Q07820 whole entry, looked up): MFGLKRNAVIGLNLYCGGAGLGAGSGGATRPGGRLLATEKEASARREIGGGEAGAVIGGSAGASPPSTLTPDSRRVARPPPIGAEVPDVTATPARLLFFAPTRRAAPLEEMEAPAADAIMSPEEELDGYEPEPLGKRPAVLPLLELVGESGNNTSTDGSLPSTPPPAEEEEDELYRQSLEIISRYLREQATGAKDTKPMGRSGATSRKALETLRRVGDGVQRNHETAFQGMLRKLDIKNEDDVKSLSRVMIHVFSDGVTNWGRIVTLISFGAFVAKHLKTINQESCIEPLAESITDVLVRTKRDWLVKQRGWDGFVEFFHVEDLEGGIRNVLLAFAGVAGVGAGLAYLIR
Bcl-B Bim block – inhibitors of Bim-Bcl-B binding, primary screen, biochemical, multiplexed, human Bcl-2 family; Bcl-2-like protein 10 (Homo sapiens), Q9HD36; bead-based flow cytometry, Bim peptide-Bcl-B binding; inhibition, % at 10 µM; 0.073% of 190,000 active; AID 951, 2007;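 also: 0% = tracer peptide without compound and 100% = reference inhibitor peptide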
RGS4-Gao reg – modulators of RGS4 binding to Galphao, primary screen, biochemical, multiplexed bead flow cytometry; Guanine nucleotide-binding protein G(o) subunit alpha (Homo sapiens), P09471; actives lie on both sides; binding response (% of control), % at 10 µM; 0.33% of 220,000 active; in the data active = binding response below about 49% or above about 150%; inactive = in between;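 also: fluorescent Galphao activated with aluminum fluoride binding bead-coupled RGS4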
RGS7-Gao – RGS7-Galphao binding modulators, primary screen, biochemical, multiplexed bead flow cytometry; actives lie on both sides; binding response (% of control), % at 10 µM; 0.35% of 220,000 active; AID 1439, 2008; in the data active = binding response below about 49% or above about 150%; inconclusive = no clear call, values can overlap the other calls; inactive = in between;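 also: fluorescent Galphao held in activated GDP-AlF4 state binding bead-coupled RGS7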
Bcl-XL Bim block – inhibitors of Bim-Bcl-XL binding, primary screen, biochemical, multiplexed, bead flow cytometry, human Bcl-XL. 0.04% of 190,000 active. inhibition, % at 10 µM. Bim peptide-Bcl-XL binding, fluorescence. Bcl-2-like protein 1 (Homo sapiens), Q07817
Target sequence (Q07817 whole entry, looked up): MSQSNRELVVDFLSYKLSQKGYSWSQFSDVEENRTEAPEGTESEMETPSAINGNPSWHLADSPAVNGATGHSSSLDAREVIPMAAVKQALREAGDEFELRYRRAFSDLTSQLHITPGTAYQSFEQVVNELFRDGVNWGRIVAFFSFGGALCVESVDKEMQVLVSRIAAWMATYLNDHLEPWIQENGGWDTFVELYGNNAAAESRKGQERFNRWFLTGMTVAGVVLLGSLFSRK
Bcl-2 Bim block – inhibitors of Bim-Bcl-2 binding, primary screen, biochemical, multiplexed, human Bcl-2 family. Bead-based flow cytometry, Bim peptide-Bcl-2 binding. inhibition, % at 10 µM. 0.06% of 190,000 active; in the data active = inhibition above about 40%; inconclusive = no clear call, values can overlap the other calls;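 also: 0% = no compound wells with probe peptide and 100% = reference peptide inhibitor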
Mcl1 Bid PPI – Mcl-1/Bid binding inhibitors, primary screen, biochemical, TR-FRET, 1536-well | Induced myeloid leukemia cell differentiation protein Mcl-1 (Homo sapiens), Q07820 | TR-FRET Mcl-1/Bid-Dy647 peptide binding | inhibition, % at 21.7 µM | 0.97% of 220,000 active | AID 1021, 2008;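 active = compounds that cut the binding signal by more than half at the single screening dose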;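 also: His-tagged Mcl-1 with europium anti-His antibody binding Bid BH3 peptide; 0% = Mcl-1 plus peptide wells and 100% = peptide-only wells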
GSH bead fluor – compound fluorescence on glutathione beads, profiling panel, artefact control, biophysical, 488/530 nm, flow cytometry; fluorescence (KMESF) at 10 µM; GSH beads flow cytometry, compound fluorescence 488/530 nm; hits give high values; AID 1776, 2009; 0.25% of 190,000 active; in the data active = fluorescence above about 89;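 also: glutathione beads carrying GST-tagged Bcl family fusion proteins plus one bare bead set; values are compound well signal with DMSO vehicle wells as background; inactives centre near 16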
Bcl-W Bim block – inhibitors of Bim binding to Bcl-W, primary screen, biochemical, multiplexed, bead-based flow cytometry; inhibition, % at 10 µM; 0.02% of 190,000 active; Bcl-2-like protein 2 (Homo sapiens), Q92843; Bim peptide-Bcl-W binding; AID 952, 2007;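 also: 0% = bound tracer without compound and 100% = peptide blocker; higher means less fluorescent Bim peptide bound to Bcl-W beads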
Numbers without * were called inactive; ? = inconclusive; & = joins results of further samples. Rule as the data show it, unless noted: active = inhibition above about 40%.

[1] Cc1ccc(N=Cc2ccc(N(C)C)cc2)cc1
[2] CC(C)C[C@H](NC(=O)c1nc[nH]c1C(=O)N1CCN(C(=O)OC(C)(C)C)CC1)C(=O)OCc1ccccc1
[3] COc1ccc2ccccc2c1C(O)c1nccn1C (stereo not drawn)
[4] CC(=O)c1cc2c(cc1NS(=O)(=O)c1ccccc1C)OCO2
[5] Cc1c(/C=N\NC(=O)C2COc3ccc(C(C)(C)C)cc3O2)c2ccccc2n1C (stereo not drawn)
[6] Cc1ccc(-n2cnc3ncnc(-c4ccccc4)c32)cc1
screen / no.	1	2	3	4	5	6
RGS8-Gao reg	98	93	100	103	101	102
Bim-Bfl-1	-1	-4	-15	-3	-17	-6
Bim-Mcl-1	0	0	-1	0	-3	0
Bcl-B Bim block	0	-2	-11	-3	-7	-1
RGS4-Gao reg	98	90	99	102	100	99
RGS7-Gao	102	86	98	103	109	?
Bcl-XL Bim block	0	0	-7	1	-6	0
Bcl-2 Bim block	3	0	-7	1	-6	-4
Mcl1 Bid PPI	-9	-3	-3	-19	-22	-20
GSH bead fluor	20	17	30	26	18	19
Bcl-W Bim block	0	-1	-1	3	-2	1

Some of these compounds in order of the GSH bead fluor value, ascending:
[5] Cc1c(/C=N\NC(=O)C2COc3ccc(C(C)(C)C)cc3O2)c2ccccc2n1C (stereo not drawn)
[6] Cc1ccc(-n2cnc3ncnc(-c4ccccc4)c32)cc1
[1] Cc1ccc(N=Cc2ccc(N(C)C)cc2)cc1
[4] CC(=O)c1cc2c(cc1NS(=O)(=O)c1ccccc1C)OCO2
[3] COc1ccc2ccccc2c1C(O)c1nccn1C (stereo not drawn)
screen / no.	5	6	1	4	3
RGS8-Gao reg	101	102	98	103	100
Bim-Bfl-1	-17	-6	-1	-3	-15
Bim-Mcl-1	-3	0	0	0	-1
Bcl-B Bim block	-7	-1	0	-3	-11
RGS4-Gao reg	100	99	98	102	99
RGS7-Gao	109	?	102	103	98
Bcl-XL Bim block	-6	0	0	1	-7
Bcl-2 Bim block	-6	-4	3	1	-7
Mcl1 Bid PPI	-22	-20	-9	-19	-3
GSH bead fluor	18	19	20	26	30
Bcl-W Bim block	-2	1	0	3	-1

The list continues:
[7] O=[N+]([O-])c1ccc(C(=S)N2CCCC2)cc1
[8] Cn1cnnc1SCCOc1ccc(Cl)cc1
[9] CNC(=S)NNC(=O)c1cccn(Cc2cccc(Cl)c2)c1=O
[10] COc1ccc(N2Cc3ccccc3C2=NC(=O)c2cccc([N+](=O)[O-])c2)cc1
[11] O=C(Nc1ncc(Cc2ccccc2)s1)C1COc2ccccc2O1 (stereo not drawn)
[12] c1ccc(CSc2nnc(SCc3ccccn3)s2)nc1
screen / no.	7	8	9	10	11	12
RGS8-Gao reg	99	101	100	103	111	105
Bim-Bfl-1	6	-2	4	-5	-2	-3
Bim-Mcl-1	3	-2	-6	-7	-1	-7
Bcl-B Bim block	-10	-2	-26	-9	-1	-1
RGS4-Gao reg	101	96	103	103	114	100
RGS7-Gao	?	100	108	106	116	96
Bcl-XL Bim block	-1	0	-3	-4	-2	-4
Bcl-2 Bim block	1	0	-3	-5	0	-2
Mcl1 Bid PPI	-18	-26	-69	-11	-6	-7
GSH bead fluor	13	25	21	9	19	23
Bcl-W Bim block	0	0	-2	-4	0	-3

[13] C=CCNc1cnn(CC(C)=O)c(=O)c1Br
[14] CCOC(=O)C1=C(O)C(Nc2nc3ccccc3s2)(C(F)(F)F)N=C1C (stereo not drawn)
[15] CCn1cc(C(=O)NCCc2ccccc2)c(=O)c2cc(S(=O)(=O)N3CCCC3)ccc21
[16] S=C(Nc1ccccn1)c1ccccn1
[17] COc1cccc(NC(=O)CSc2nnc(COc3ccc4c(c3)CCCC4)o2)c1
[18] Cc1ccc(C(=O)c2oc3ccccc3c2NC(=O)c2cc(-c3ccccc3O)n[nH]2)cc1
screen / no.	13	14	15	16	17	18
RGS8-Gao reg	100	102	101	98&99	102	102
Bim-Bfl-1	0	2	-3	-6	-1	-3
Bim-Mcl-1	3	-2	-3	-3	-2	-5
Bcl-B Bim block	-3	0	-5	-19	-6	-6
RGS4-Gao reg	94	97	97	95&99	100	104
RGS7-Gao	92	106	97	?	101	106
Bcl-XL Bim block	1	-1	0	0	-10	-4
Bcl-2 Bim block	-1	-1	-1	-9	-4	-2
Mcl1 Bid PPI	-9	-10	23	-85&-77	-12	-17
GSH bead fluor	20	21	8	54	12	16
Bcl-W Bim block	0	-1	-1	0	-6	-5

[19] N#Cc1nc(-c2ccccc2)oc1NCCCn1ccnc1
[20] CNC(=O)C(=O)NCCc1ccc(Cl)cc1
[21] COc1cccc(N2CCN(C(=O)c3ccc(N4C(=O)NC5CC4(C)Oc4ccccc45)cc3)CC2)c1 (stereo not drawn)
[22] COc1ccc(-c2ccnc3nc(N4CCOCC4)nn23)cc1
[23] COc1ccc(S(=O)(=O)N(C)C)cc1NC(C)C(=O)Nc1cccc(C#N)c1 (stereo not drawn)
[24] Cn1c(C(C#N)C(=O)c2sc3ccccc3c2Cl)nc2ccccc21 (stereo not drawn)
screen / no.	19	20	21	22	23	24
RGS8-Gao reg	102	105	98	100	102	97
Bim-Bfl-1	-7	1	0	-12	-5	-21
Bim-Mcl-1	0	1	-2	7	0	-1
Bcl-B Bim block	-3	1	-1	-1	-3	-5
RGS4-Gao reg	98	98	102	99	101	99
RGS7-Gao	100	96	100	99	101	96
Bcl-XL Bim block	-3	3	-5	-3	-1	-8
Bcl-2 Bim block	0	3	-4	-7	0	-10
Mcl1 Bid PPI	-48	-8	-21	-12	-49	-58
GSH bead fluor	15	19	22	21	9	21
Bcl-W Bim block	-2	1	-3	6	-1	-1

Values in list order from the list:
Entries 19 to 24 in Bcl-W Bim block, in turn: -2, 1, -3, 6, -1, -1
Entries 19 to 24 in Mcl1 Bid PPI, in turn: -48, -8, -21, -12, -49, -58

Continuation.
[25] Cc1cc(N2CCN(Cc3ccccc3)CC2)n2nc(C)c(-c3ccccc3)c2n1
[26] Cc1cnc(C(=O)Nc2nc(-c3ccccc3)cs2)cn1
[27] CCCCCCCC(=O)NC(Nc1ccc(S(N)(=O)=O)cc1)C(Cl)(Cl)Cl (stereo not drawn)
[28] Cc1cc(NC(=O)CN2CC(C)OC(C)C2)n(-c2nc3ccccc3s2)n1 (stereo not drawn)
[29] CN(C)S(=O)(=O)c1ccc(NC(=O)N2CCN(c3ccccc3Cl)CC2)cc1
[30] CCc1ccc(C2=NN(C(C)=O)C(c3ccco3)C2)cc1 (stereo not drawn)
screen / no.	25	26	27	28	29	30
RGS8-Gao reg	101	103	100	100	94	99
Bim-Bfl-1	-9	-2	-1	-18	-4	6
Bim-Mcl-1	-1	-1	-2	-4	-6	-3
Bcl-B Bim block	-9	-2	-2	-11	-4	0
RGS4-Gao reg	103	104	97	100	102	100
RGS7-Gao	102	105	101	101	96	?
Bcl-XL Bim block	-3	-2	-1	-8	1	-1
Bcl-2 Bim block	-9	-2	-5	-12	-1	4
Mcl1 Bid PPI	-51	-23	13	-27	-9	-5
GSH bead fluor	41	12	12	27	32	17
Bcl-W Bim block	4	-2	-3	-4	-1	-1

[31] O=C(c1ccccc1)c1n[nH]c(-c2ccccc2)cc1=O
[32] C=CCc1c(C)nc(C)nc1N/N=C/c1ccccc1O
[33] COc1cccc(C2C(C(=O)OC(C)C)=C(C)Nc3ncnn32)c1 (stereo not drawn)
[34] CCCCCOC(=O)C1[C@H]2C(=O)N(Cc3cccs3)C[C@]23C=C[C@H]1O3 (stereo partly drawn)
[35] COc1ccc(Nc2nc(N3CCCCC3)nc3ccccc23)c(OC)c1
[36] CCOc1ccc(/C=N/NC(=O)c2[nH]ncc2Br)c(O)c1
screen / no.	31	32	33	34	35	36
RGS8-Gao reg	107	101	101	102	102	95
Bim-Bfl-1	-12	3	-19	-2	-11	-5
Bim-Mcl-1	-6	0	-6	-4	-1	-1
Bcl-B Bim block	-26	2	-9	-2	-7	-1
RGS4-Gao reg	107	104	102	103	103	96
RGS7-Gao	110	101	102	99	102	93
Bcl-XL Bim block	-19	1	-7	-4	-3	-3
Bcl-2 Bim block	-7	3	-13	-2	-9	-6
Mcl1 Bid PPI	-7	-110	8	-12	-17	-63
GSH bead fluor	16	24	32	30	11	10
Bcl-W Bim block	-13	-1	-4	-2	0	0

[37] COc1ccc(-n2ncc3c(=O)n(Cc4c(F)cccc4Cl)cnc32)cc1
[38] COc1ccccc1NC(=O)CN(Cc1ccccc1)S(C)(=O)=O
[39] CCOc1ccc(-n2c(C)nc3cc(C(=O)NCCCN4CCOCC4)ccc32)cc1
[40] O=C(O)c1ccc(COc2ccccc2[N+](=O)[O-])o1
[41] COc1ccc(CNc2c(CO)cnc3c2cnn3C)cc1
[42] COc1ccc(S(=O)(=O)N2CCCCC2)cc1
screen / no.	37	38	39	40	41	42
RGS8-Gao reg	99	100	117	113	98	100
Bim-Bfl-1	-9	3	-7	2	-3	-8
Bim-Mcl-1	0	0	-4	-1	1	-2
Bcl-B Bim block	-6	0	-3	2	-2	-5
RGS4-Gao reg	99	100	107	107	98	98
RGS7-Gao	97	102	107	100	?	100
Bcl-XL Bim block	-3	0	-1	0	1	-11
Bcl-2 Bim block	-1	4	-4	13	-3	-6
Mcl1 Bid PPI	-23	4	-16	-34	-33	-21
GSH bead fluor	13	14	34	13	17	60
Bcl-W Bim block	-1	0	-2	2	-2	-1

[43] CCCNc1nc(-c2ccccc2)c(C(=O)OCC)cc1C#N
[44] O=C1OCCC1Sc1nnc(-c2ccccc2Br)n1Cc1ccccc1 (stereo not drawn)
[45] CCNc1ccc(S(=O)(=O)N(C)C)cc1NCC(=O)Nc1ccc(Br)cc1F
[46] COc1ccc(Nc2oc(COc3ccccc3OC)nc2C#N)cc1
[47] O=S1(=O)CC(O)C(NCc2ccco2)C1 (stereo not drawn)
[48] CCN1C(=O)c2cccc3c(NC(=O)C4CCCCC4)ccc1c23
[49] Cc1ccc(N(C(=O)c2ccc(S(=O)(=O)N(C)C)cc2)C2C=CS(=O)(=O)C2)cc1 (stereo not drawn)
[50] NC(=O)Cn1c2[n+](c3ccccc31)CC(O)CS2 (stereo not drawn)
[51] COc1nnc(-c2ccc(C)c(S(=O)(=O)NCCO)c2)c2ccccc12
screen / no.	43	44	45	46	47	48	49	50	51
RGS8-Gao reg	105	104	105	81	99	101	103	100	99
Bim-Bfl-1	-2	1	0	0	-16	-7	-7	-1	-10
Bim-Mcl-1	-1	-1	-3	-2	-4	-4	0	0	0
Bcl-B Bim block	0	-7	-4	-5	-11	-4	2	-3	-2
RGS4-Gao reg	113	104	109	96	102	96	104	98	93
RGS7-Gao	112	103	112	97	102	99	103	98	95
Bcl-XL Bim block	-1	-1	-8	-6	-10	0	0	-3	0
Bcl-2 Bim block	-3	0	2	-2	-9	-1	1	0	-10
Mcl1 Bid PPI	-8	2	-56	-62	-18	83*	-26	-13	8
GSH bead fluor	20	11	6	7	34	54	19	13	25
Bcl-W Bim block	-1	-1	-1	-2	-1	-1	-1	-2	1
